USP2a block = USP2a (human) protease inhibition; actives 0.01% (n = 330,000); O75604; AID 463254; USP2 core, Ub-CHOP2 coupled fluorogenic reporter, 485/531; Potency, µM (top dose mostly 38.3 µM), without a hit: top-dose activity change, negative = inhibition, most hits filed as inhibitors;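 further: potency means the concentration at half of the fitted maximal effect; plate controls were DMSO wells for no effect and full inhibition by NEM control for full effect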
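Cell-free coupled assay: 10nM USP2 core preincubated 30min RT with compound in Tris-HCl pH 8.0/CaCl2/CHAPS buffer, then 25nM Ub-CHOP2 and 25nM reporter substrate; fluorescence (Ex 485/Em 531) read after 60min RT, normalized to NEM inhibition, concentration-response curves fitted.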
Menin-MLL TR inh = inhibitors of human menin-MLL interaction, mutant MLL peptide; actives 0.23% (n = 270,000); Potency, µM (titrated, usually from 61.6 µM), without a hit: top-dose FP activity change, negative = inhibition, actives largely listed as inhibitors; Menin + Texas Red MLL mutant peptide, fluorescence polarization; O00255; active means well fitted inhibition curve with a large enough effect in the polarisation, with a control signal flat, not every such curve was filed as active; inconclusive means small, poorly fitted or top-dose-only effect, or effect the other way, or a change in a side signal; inactive means no such curve, though single readings can be large or run the other way; the % refers to the polarisation; further: potency means the concentration at half of the fitted maximal effect; % of control where 0% means no effect; many of its hits are not listed in these tables
TSHR antagonist = antagonists of human thyroid stimulating hormone receptor; activity change, negative = inhibition, % at 11.5 µM; TSHR-expressing cells, TSH-stimulated cAMP HTRF, 2 h; hits give low values; P16473; actives 0.2% (n = 330,000);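 active means activity change below a set negative limit, meaning inhibition stronger than a set level, cut at about -70% in these data; inconclusive means activity change between two set negative limits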; further: on the % scale 0 is the no-effect control and ±100 the full control effect
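Inhibition of cAMP made by TSHR-expressing cells under TSH stimulation (4nM final, EC80; 2 h, 37 deg C) is quantified with a one-step lysis HTRF kit, anti-cAMP cryptate versus cAMP-d2.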
MBNL1-CUG inh = blocks human MBNL1 binding to CUG repeat RNA | TR-FRET MBNL1-His/biotin-(CUG)12 binding, 665/545 ratio | Potency, µM (top dose mostly 57.5 µM), for the others: top-dose activity change, negative = inhibition, usual class: inhibitors | actives 0.036% (n = 280,000); active means well fitted inhibition curve with a large enough effect in the signal ratio, with a control signal flat, not every such curve was filed as active; inconclusive means small, poorly fitted or top-dose-only effect, or effect the other way, or a change in a side signal; inactive means no such curve, though single readings can be large or run the other way; the % refers to the signal ratio; further: potency means the concentration at half of the fitted maximal effect; on the % scale 0 is the no-effect control and ±100 the full control effect
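His-tagged MBNL1 binding to biotinylated (CUG)12 RNA was measured by TR-FRET using terbium anti-His antibody (0.055 ng/ul final) and streptavidin-XL665 (5 nM final). Compounds were titrated 92 nM to 58 uM; 60 min at room temperature.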
Mito fusion yeast = mitochondrial division inhibition or fusion activation. AID 485298. Potency, µM (titrated, usually from 46.1 µM), for the others: top-dose growth rescue (activation), hits mostly activators. actives 0.23% (n = 320,000). S. cerevisiae fusion-defective mutant growth rescue, CellTiterGlo 48 h;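 further: potency means the concentration at half of the fitted maximal effect; % of control where 0% means no effect; nearly all actives have a fitted effect of over 45% in size; temperature-sensitive fusion mutants such as fzo1-1 at 37 °C on non-fermentable ethanol glycerol medium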
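S. cerevisiae fusion-defective temperature-sensitive mutants (e.g. fzo1-1, mgm1-5) grown 48 h at 37C in YPEG (ethanol/glycerol non-fermentable) medium with 23 nl compound per well; growth rescue read as CellTiterGlo luminescence.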
PKM2 activator = activators of human pyruvate kinase M2; Potency, µM (top dose mostly 57.5 µM), for inactives: top-dose activation, actives largely listed as activators; actives 0.34% (n = 260,000); purified PKM2, Kinase-Glo ATP luminescence, activation; response scale: 0% is enzyme alone, no compound; AID 1631; P14618; further: potency means the concentration at half of the fitted maximal effect; on the % scale 0 is the no-effect control and ±100 the full control effect; nearly all actives have a fitted effect of over 55% in size
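Purified hPK-M2 (>95%) run at intermediate activity with 0.1 mM ADP and 0.5 mM PEP in 50 mM imidazole pH 7.2, KCl, MgCl2; 1 h room temperature. ATP formed read by Kinase-Glo luminescence; normalized to uninhibited and no-enzyme controls.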
Chronic BCR inh = inhibitors of chronic active B-cell receptor signaling; Potency, µM (top dose mostly 46.1 µM), inactives show at the top dose ratio change, negative = lower green/red ratio, usual class: inhibitors; ABC-DLBCL IkBa-CBG/CBR reporter, luminescence ratio, 4 h; actives 0.05% (n = 340,000); active means well fitted inhibition curve with a large enough effect in the signal ratio, with a control signal flat, not every such curve was filed as active; inconclusive means small, poorly fitted or top-dose-only effect, or effect the other way, or a change in a side signal; the % refers to the signal ratio;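 further: potency means the concentration at half of the fitted maximal effect; plate controls were basal doxycycline-induced cells for no effect and cells given 10 µM MG132 for full effect; MG132 reads +100%, hits lower the ratio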
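Cell line TMD8 (human ABC DLBCL), stably expressing tet-inducible CBG68-IkBa fusion and CBR; IMDM/0.5% FBS; cpd up to 46 uM; dox induction, 4 h, 37C/5% CO2; dual luminescence; green/red ratio; MG132 control.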
Eya2 inh = inhibitors of human Eya2 phosphatase activity. O00167. recombinant Eya2, OMFP fluorescence dephosphorylation (OMFP is methylfluorescein phosphate). Potency, µM (series often up to 76.9 µM), for inactives: at the highest dose activity, negative = inhibition, hits mostly inhibitors. actives 0.006% (n = 330,000). AID 488837; further: potency means the concentration at half of the fitted maximal effect; on the % scale 0 is the no-effect control and ±100 the full control effect
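Eya2 protein (added as 0.2 uM solution) was preincubated with compound for 10 min at ambient temperature in 50 mM HEPES pH 7.5, 50 mM NaCl, 5 uM MgCl2, 0.05% BSA, 1 mM DTT. OMFP (added at 50 uM) then reacted 10 min; fluorescence read at 485/525 nm.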
S-ASM inh = human S-ASM enzyme inhibition. P17405. placental ASM, HMU-PC fluorogenic substrate, 60 min. Potency, µM (titrated, usually from 57.5 µM), without a hit: top-dose activity change, negative = inhibition, hits mostly inhibitors. actives 0.006% (n = 340,000). AID 504937; further: potency means the concentration at half of the fitted maximal effect
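Human placenta-derived ASM enzyme was preincubated with compound for 10 minutes at room temperature, then given fluorogenic substrate HMU-PC0 (9 uM final) for 60 minutes at 37 °C; a pH 10 stop preceded fluorescence reading at Ex 386/Em 447 nm.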
GALK inh = blocks human galactokinase activity | P51570 | Purified GALK, Kinase-Glo residual ATP luminescence | Potency, µM (series often up to 57.5 µM), inactives show at the top dose activity change, negative = inhibition, most hits filed as inhibitors | actives 0.007% (n = 270,000); further: potency means the concentration at half of the fitted maximal effect; on the % scale 0 is the no-effect control and ±100 the full control effect
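Luminescence from leftover ATP (Ultra-Glo luciferase/luciferin) served as read-out after a 1 h room-temperature reaction of 5 nM GALK with 35 uM ATP and 100 uM galactose.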
hERG WT inh = blocks the wildtype human KCNH2 potassium channel; U2OS, BacMam KCNH2, thallium flux FluxOr; hits give low values; activity change, % at 1.84 µM; actives 0.37% (n = 340,000);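 active means maximum activity change below -70%; inconclusive means maximum activity change between -70% and -50%; inactive means maximum activity change above -50%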; further: on the % scale 0 is the no-effect control and ±100 the full control effect
Target sequence (Q12809 whole entry, looked up): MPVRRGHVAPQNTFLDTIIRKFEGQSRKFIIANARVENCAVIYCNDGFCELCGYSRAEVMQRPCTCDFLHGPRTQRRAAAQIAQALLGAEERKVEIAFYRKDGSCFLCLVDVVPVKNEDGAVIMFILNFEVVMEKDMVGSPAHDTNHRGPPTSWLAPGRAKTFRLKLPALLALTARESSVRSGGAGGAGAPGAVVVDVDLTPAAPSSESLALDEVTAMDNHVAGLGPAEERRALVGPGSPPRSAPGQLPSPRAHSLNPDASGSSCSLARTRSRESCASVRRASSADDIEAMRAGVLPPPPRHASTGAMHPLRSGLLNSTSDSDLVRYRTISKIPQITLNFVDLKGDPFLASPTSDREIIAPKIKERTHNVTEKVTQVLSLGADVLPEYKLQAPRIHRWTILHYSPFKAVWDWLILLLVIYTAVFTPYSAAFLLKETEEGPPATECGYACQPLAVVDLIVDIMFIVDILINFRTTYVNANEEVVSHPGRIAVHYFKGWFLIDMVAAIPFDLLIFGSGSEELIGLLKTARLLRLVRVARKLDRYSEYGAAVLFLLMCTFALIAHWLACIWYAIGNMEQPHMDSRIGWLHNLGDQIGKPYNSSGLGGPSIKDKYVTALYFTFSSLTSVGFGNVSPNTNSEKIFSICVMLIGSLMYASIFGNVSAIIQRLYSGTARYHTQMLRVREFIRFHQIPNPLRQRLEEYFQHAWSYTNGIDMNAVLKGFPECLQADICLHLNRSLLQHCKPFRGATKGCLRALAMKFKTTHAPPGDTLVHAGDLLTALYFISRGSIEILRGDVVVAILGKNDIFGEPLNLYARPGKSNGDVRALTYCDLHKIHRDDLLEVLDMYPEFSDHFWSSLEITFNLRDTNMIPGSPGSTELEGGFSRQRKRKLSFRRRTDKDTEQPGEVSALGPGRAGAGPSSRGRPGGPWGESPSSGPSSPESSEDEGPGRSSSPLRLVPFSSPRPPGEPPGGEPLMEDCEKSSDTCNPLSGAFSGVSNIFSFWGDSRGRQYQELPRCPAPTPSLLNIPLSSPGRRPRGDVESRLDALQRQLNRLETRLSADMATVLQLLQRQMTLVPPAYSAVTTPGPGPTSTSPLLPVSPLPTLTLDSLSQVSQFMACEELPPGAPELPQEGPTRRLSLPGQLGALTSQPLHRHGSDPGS
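U2OS cells were transduced with wild-type KCNH2 virus (2.03 x 10^8 / mL) for 4 h at room temperature, then cultured overnight at 37 C. Thallium flux was read with FluxOr dye. Rate constants were normalized to DMSO controls.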
The depositor's hits bear a star; ? = inconclusive; / = no result given; [ ] = dose if it differs, or a comment. Unless noted, the call rests on the fitted dose curve; in most records, active means well fitted curve in the direction sought with a large enough effect; inconclusive means small, poorly fitted or top-dose-only effect, or another doubt; inactive means no such curve, though single readings can be large; an effect the other way counts as inactive or inconclusive. Not all compounds are listed; rates above refer to the full screens.

# | SMILES | USP2a block | Menin-MLL TR inh | TSHR antagonist | MBNL1-CUG inh | Mito fusion yeast | PKM2 activator | Chronic BCR inh | Eya2 inh | S-ASM inh | GALK inh | hERG WT inh
1 | CN(C(=O)COC(=O)c1ccc(Br)o1)c1c(N)n(Cc2ccccc2)c(=O)[nH]c1=O | 1.6% | / | 11.1 | / | -0.9% | / | -9.5% | -10.5% | 4.1% | / | -10.8
2 | CC(=O)Nc1ccc(S(=O)(=O)N2CCN(CCN3CCOCC3)CC2)cc1Cl | 8.2% | / | -1.4 | -6.8% | -7.1% | -0.2% | -0.5% | 6.4% | -0.1% | -0.1% | -0.3
3 | CCOC(=O)c1c(C)[nH]c(C)c1S(=O)(=O)NCCc1cccs1 | 3.2% | -2.1% | 4.1 | -6.4% | 0.8% | / | -7.2% | -7.8% | -1.3% | 8.4% | -7.5
4 | O=C(O)c1nn2cc(CCO)cnc2c1Cl | 1.2% | ? | -4.0 | / | -21.6% | 16.6% | ? | -19.2% | 2.2% | -3.6% | -1.7
5 | CCCCn1c(N)c(N(CCC(C)C)C(=O)C2CC(=O)N(c3ccc(OC)cc3OC)C2)c(=O)[nH]c1=O (stereo not drawn) | -1.4% | / | -0.7 | / | 1.1% | / | 3.0% | -5.1% | / | / | -1.9
6 | Cc1ccc(C(=O)Cc2cc3ccccc3oc2=O)c(C)c1 | 3.5% | ? | 3.6 | 5.7% | 12.1% | / | ? | -1.9% | -0.3% | -0.5% | 0.7
7 | CCO[C@H]1OC(C(=O)N2CCOCC2)=C[C@@H](c2ccccc2)[C@@H]1CCCO | 1.7% | -2.1% | 16.1 | 2.7% | -1.1% | 1.2% | ? | -0.8% | 4.4% | -1.1% | 3.0
8 | O=C(Nc1ccc2c(c1)OCO2)c1cc2n(n1)C(C(F)(F)F)CC(c1ccccc1)N2 (stereo not drawn) | 0.2% | 1.2% | -5.8 | -7.9% | 0.5% | 10.9% | ? | -6.7% | -1.2% | 5.5% | -4.0
9 | C=CCn1c(SCC(=O)Nc2cc(NC(C)=O)ccc2OC)nnc1-c1ccccn1 | -0.1% | -8.1% | -5.5 | -6.9% | 7.3% | 1.1% | 0.2% | 9.4% | 0.7% | -1.8% | 3.2
10 | Cc1cccc(OCC(=O)Nc2ccc(NC(=O)c3ccco3)cc2)c1 | 1.3% | ? | -5.1 | 0.3% | 5.2% | -2.5% | 2.0% | 0.9% | -0.3% | -4.7% | 1.0
11 | CCOC(=O)CCC(=O)N1CCNC(=O)C1 | 0.3% | -9.7% | 11.1 | -3.8% | -2.9% | 12.5% | -1.8% | 18.6% | -3.4% | -0.2% | 4.5
12 | Cc1ccc(S(=O)(=O)Nc2ccccc2F)cc1C(=O)NCc1ccco1 | 4.4% | / | 16.7 | / | -1.7% | / | 6.8% | 14.6% | 1.3% | / | 2.6
13 | CC(=O)N1c2ccc(S(=O)(=O)N3CCC(C(=O)Nc4ccccn4)CC3)cc2CC1C (stereo not drawn) | 0.6% | 1.4% | -8.9 | -3.9% | 4.4% | -0.5% | 2.9% | -0.3% | -1.7% | 0.4% | 7.6
14 | O=C(COc1ccccc1O)Nc1ccc(Cl)cc1 | 1.1% | 13.3% | 7.0 | 5.5% | -1.1% | -1.0% | ? | -0.5% | -2.7% | 0.5% | -13.4
15 | COc1ccc(C(=O)OCC(=O)Nc2ccc(F)cc2F)cc1OC | 0.5% | 14.5% | 20.3 | 42.0%[activator] | 5.3% | 0.7% | -8.8% | -1.9% | 2.9% | 0.9% | 3.4
16 | OC(COc1ccc2cc(Br)ccc2c1)CN1CCCC1 (stereo not drawn) | 0.9% | -4.2% | 14.8 | 21.1% | 9.7% | -14.7% | ? | 2.0% | -1.0% | 0.2% | 14.6
17 | COc1ccc2[nH]c3c(=O)n(N)c(=O)[nH]c3c2c1 | 3.6% | 13.1% | -5.2 | ? | 2.3% | / | 1.5% | 3.1% | / | / | -1.3
18 | CNc1nc2c(c(=O)n(C)c(=O)n2C)n1Cc1ccccc1 | 9.3% | -0.8% | -17.6 | -10.9% | -1.1% | 1.8% | 0.6% | -0.7% | -0.6% | 0.0% | 2.0
19 | Cc1c(N=Cc2cccnc2)c(=O)n(-c2ccccc2)n1C | -1.2% | -13.6% | 1.3 | -4.8% | -0.5% | -2.2% | -11.0% | 1.8% | 1.6% | -2.9% | -0.2
20 | CCCOc1ccc(N2C(=O)CC(N(Cc3ccc(OC)cc3)C(=S)Nc3ccccc3)C2=O)cc1 (stereo not drawn) | -11.2% | ? | -3.6 | -6.9% | -0.7% | 4.4% | 6.1% | -5.4% | -5.3% | 1.5% | -7.8
21 | Cc1cc(C)[n+](-c2ccc(Oc3ccccc3)c(S(=O)(=O)[O-])c2)[nH]1 | 0.8% | / | -1.9 | 0.5% | 3.3% | 3.4% | 1.3% | 0.2% | 1.6% | -1.1% | -7.5
22 | COC1OC(COC(=O)c2ccccc2)C(OC(=O)c2ccccc2)C1OC(=O)c1ccccc1 (stereo not drawn) | -11.1% | 18.9% | -1.1 | 14.6% | ? | / | -0.1% | -6.4% | -3.7% | -2.4% | 19.4
23 | C/C(=N/NC(=O)c1cccs1)c1c(C)[nH]n(-c2nc3ccccc3s2)c1=O | -0.4% | ? | -6.0 | 8.3% | -19.0% | -87.0% | ? | 0.6% | 30.8%[activator] | / | 1.6
24 | O=C(OCC(=O)c1cccs1)c1ccc([N+](=O)[O-])o1 | -0.7% | -20.6% | 5.6 | ? | 2.4% | -0.8% | -0.1% | -10.2% | -2.6% | 0.6% | 9.5
25 | O=C(C(Cc1ccccc1)n1cccc1)N1CCCCCC1 (stereo not drawn) | 1.7% | 6.2% | -6.2 | -12.5% | 0.5% | -3.9% | ? | -0.2% | -1.7% | -1.4% | -4.7
26 | Cc1cc(Cl)n2c(nc3ccccc32)c1C#N | 2.6% | 6.1% | 2.9 | 17.8% | -2.5% | / | ? | 7.8% | 107.2%[activator] | -10.8% | 3.7
27 | CCc1ccc(N2C(=O)CC(N(CC3CCCO3)C(=O)/C=C/C(=O)O)C2=O)cc1 (stereo not drawn) | 5.1% | -2.4% | -3.2 | -2.8%[11.5 µM] | -7.7% | -0.6% | -0.6% | 9.1% | 1.7% | / | -3.7
28 | CCCn1c(CNS(=O)(=O)c2ccc(C)cc2)nc2ccccc21 | 2.5% | -9.2% | 3.3 | 63.2%[activator] | 1.8% | 2.9% | 9.4% | 3.7% | 3.1% | -0.2% | -0.8
29 | Cc1cc(NC(=O)Cn2ccsc2=N)c([N+](=O)[O-])cc1C | -1.0% | -2.0% | -5.2 | / | -3.5% | -9.3% | -14.9% | 3.7% | 2.7% | -0.4% | 5.3
30 | CC(C)N(C(=O)COC(=O)[C@@H]1CC(O)CN1S(=O)(=O)c1ccccc1[N+](=O)[O-])C(C)C (stereo partly drawn) | 1.7% | 2.3% | 12.8 | / | -4.6% | -4.5% | 1.1% | -8.1% | -1.0% | 1.0% | 1.2
31 | COc1ccc(NC(=S)N(CCc2c(C)[nH]c3ccccc23)Cc2ccco2)cc1 | 1.6% | ? | 12.7 | ? | 9.7% | -4.0% | -14.3% | 1.3% | -7.7% | / | -1.6
32 | CCOC(=O)CNC(=O)C1COc2ccccc2O1 (stereo not drawn) | -8.8% | / | 5.7 | -3.7% | -3.1% | -5.4% | ? | 0.2% | 4.6% | -0.3% | 13.3
33 | CS(=O)(=O)c1ccc2nc(NC(=O)C3CC(=O)N(c4ccccc4)C3)sc2c1 (stereo not drawn) | 1.8% | 4.8% | -4.0 | -3.2% | -1.7% | -4.7% | 4.0% | -18.8% | -11.0% | -0.6% | -12.7
34 | COCCN1C(=O)c2cc(C(=O)Nc3ccc(C)c(F)c3)ccc2C1Nc1ccc(C)c(F)c1 (stereo not drawn) | 0.2% | 1.9% | 19.9 | ? | 13.1% | -15.7% | 4.3% | -3.3% | -0.6% | / | 14.1
